tim23-1 inh = inhibits growth of tim23-1 mutant yeast; S. cerevisiae tim23-1 growth, BacTiter-Glo luminescence, 24 h; inhibition, % at 20 µM; 330,000 tested, 1.3% active;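 active = growth inhibition of the mutant yeast at or above 50%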;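 note: temperature-sensitive mutant grown at 25 °C; plate controls were DMSO-treated mutant yeast for no effect and medium wells lacking yeast for full effect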
CXCR6 inh = CXCR6 (human) receptor inhibition; 360,000 tested, 0.36% active; inhibition, % at 20 µM; O00574; CHO-K1 PathHunter CXCR6 beta-arrestin, luminescence; AID 602244; in the data active = inhibition above about 34%, passing the limit was not always enough;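 note: antagonist mode with CXCL16 agonist at 10 nM final; 0% = 10 nM CXCL16 with DMSO and 100% = unstimulated wells without agonist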
Target sequence (O00574 whole entry, looked up): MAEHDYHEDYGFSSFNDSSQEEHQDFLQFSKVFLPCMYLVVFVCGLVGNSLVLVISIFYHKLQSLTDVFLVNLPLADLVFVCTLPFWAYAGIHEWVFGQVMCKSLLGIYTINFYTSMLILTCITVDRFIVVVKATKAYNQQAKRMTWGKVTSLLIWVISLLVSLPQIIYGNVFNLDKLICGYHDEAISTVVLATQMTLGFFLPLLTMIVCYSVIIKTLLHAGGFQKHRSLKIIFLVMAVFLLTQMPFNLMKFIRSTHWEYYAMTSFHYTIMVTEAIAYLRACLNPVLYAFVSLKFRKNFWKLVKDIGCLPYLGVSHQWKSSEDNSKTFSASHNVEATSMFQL
CCR6 antag = CCR6 (human) receptor antagonism; P51684; CHO-K1 CCR6 PathHunter beta-arrestin, luminescence, CCL20-stimulated; inhibition, % at 20 µM; 340,000 tested, 0.49% active; AID 493098;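 active = compounds whose inhibition of the agonist-driven luminescence signal at 20 µM reaches about 50%, limit read from the data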;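 note: cells stimulated with CCL20 at 14 nM final; plate controls were DMSO with CCL20 for no effect and DMSO without agonist for full effect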
CHOP UPR activ = activators of apoptotic arm of unfolded protein response (CHOP); activation, % at 10 µM; 330,000 tested, 0.34% active; CHO-CHOP luciferase reporter, UPR activation, luminescence; percent of tunicamycin response over DMSO baseline;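 active = at 10 µM dose, activation of 40% or more, normalized to positive control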;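 note: 100% = tunicamycin at 10 µg/mL and 0% = DMSO alone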
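System: CHO-CHOP luciferase reporter cell line | Buffer or medium: F12 medium containing 10% fetal bovine serum | Doses: One dose, 10 µM in 0.5% DMSO | Times: 6 h compound exposure at 37 °C after overnight seeding | Signal: Luciferase luminescence | Read-out: % activation vs tunicamycin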
APJ antagonist = blocks the human apelin receptor APJ; CHO-K1 APJ beta-arrestin complementation, luminescence; 330,000 tested, 0.32% active; inhibition, % at 20 µM;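 active = inhibition above about 40% at 20 µM, limit read from the data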;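 note: cells challenged with 10 nM apelin-13 agonist together with compound; plate controls were apelin-13 plus DMSO wells for no effect and DMSO wells lacking apelin-13 for full effect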
Target sequence (P35414 whole entry, looked up): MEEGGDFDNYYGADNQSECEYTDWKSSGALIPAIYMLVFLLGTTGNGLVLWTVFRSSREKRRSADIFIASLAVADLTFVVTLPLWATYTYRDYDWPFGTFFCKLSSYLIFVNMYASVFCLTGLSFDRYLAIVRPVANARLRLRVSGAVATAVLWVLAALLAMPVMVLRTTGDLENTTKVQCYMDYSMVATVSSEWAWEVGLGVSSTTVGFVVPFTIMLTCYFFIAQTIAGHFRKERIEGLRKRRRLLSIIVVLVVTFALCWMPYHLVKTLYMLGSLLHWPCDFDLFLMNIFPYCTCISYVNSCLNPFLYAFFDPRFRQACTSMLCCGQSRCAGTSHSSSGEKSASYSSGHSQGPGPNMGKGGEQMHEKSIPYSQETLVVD
Mdm2 MdmX PPI = disrupts the human Mdm2-MdmX interaction | O15151+Q00987 | SaOS-2 split-luciferase Mdm2/MdmX complementation, luminescence | inhibition, % at 8 µM | 330,000 tested, 3% active | AID 485346;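 active = inhibition of at least 50% at 8 µM in the primary screen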
EBI2 block = EBI2 (human) antagonism. P32249. EBI2 beta-arrestin recruitment, luminescence, 7a,25-OHC stimulated. inhibition, % at 5 µM. 360,000 tested, 0.81% active. AID 651636; in the data active = inhibition above about 38%;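 note: enzyme fragment complementation signal reports receptor beta-arrestin coupling in cells; 0% = agonist plus DMSO wells and 100% = wells without agonist; some results beyond the cut were filed as inactive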
Target sequence (P32249 whole entry, looked up, the tested form may be a part): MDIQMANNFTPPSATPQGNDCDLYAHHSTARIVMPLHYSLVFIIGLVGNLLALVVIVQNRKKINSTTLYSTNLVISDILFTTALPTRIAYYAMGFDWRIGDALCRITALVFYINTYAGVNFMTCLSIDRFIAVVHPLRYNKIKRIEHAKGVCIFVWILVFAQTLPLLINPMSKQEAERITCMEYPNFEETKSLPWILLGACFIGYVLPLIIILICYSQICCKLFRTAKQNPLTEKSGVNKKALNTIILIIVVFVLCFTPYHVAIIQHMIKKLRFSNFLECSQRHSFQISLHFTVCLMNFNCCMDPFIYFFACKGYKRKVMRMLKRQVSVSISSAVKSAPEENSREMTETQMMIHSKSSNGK
UPR XBP1 act = adaptive UPR (XBP1) activation; CHO-XBP1 luciferase reporter, IRE1-XBP1 UPR activation, luminescence; percent of tunicamycin response, DMSO as zero; activation, % at 20 µM; 330,000 tested, 0.33% active; AID 463104;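 active = versus positive control, 20 µM dose yields 30% or more activation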;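 note: 100% = tunicamycin at 10 µg/mL and 0% = DMSO only wells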
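Material: CHO cell line with stable XBP1 luciferase reporter; buffer or medium: F12 medium containing 10% fetal bovine serum; compound: single point, 20 µM final compound, 1% DMSO; incubation: 6 h treatment, 37 °C; measured by: glow luminescence from Steady-Glo reagent; evaluation: activation, % of tunicamycin; control set: tunicamycin high, DMSO low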
APJ agonist = APJ receptor agonism; P35414; CHO-K1 APJ PathHunter beta-arrestin, luminescence; 0% DMSO wells, 100% apelin; activation, % at 20 µM; 330,000 tested, 0.11% active; AID 2520;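 active = activation more than six SD over the plate average, tested at 20 µM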;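 note: 0% = DMSO alone and 100% = apelin-13 at 10 nM; some results filed as inactive read as strong as hits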
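Material: CHO-K1 APJ beta-arrestin complementation cell line; Input: cell density 1000 per well; Incubation: compound stimulation 90 min at 25 °C, detection 60 min; Signal: luminescence from split beta-galactosidase complementation, Galacton Star/Emerald II substrate; Controls: DMSO-only wells as negative, 10 nM Apelin-13 as positive control.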
The depositor's hits bear a star.

Screening Cc1nn(-c2ccccc2)c(Cl)c1/C=N/NC(=O)c1ccc(NS(=O)(=O)c2cccs2)cc1 returned tim23-1 inh 3, CHOP UPR activ 4.7, APJ antagonist 0, Mdm2 MdmX PPI -6, UPR XBP1 act 6 and APJ agonist 2.
Screening O=C(NCc1ccccc1)c1cccnc1N1CCOCC1 returned tim23-1 inh 13, CXCR6 inh -8, CCR6 antag 13, CHOP UPR activ -1.4, APJ antagonist -15, Mdm2 MdmX PPI 3, EBI2 block 1, UPR XBP1 act 6 and APJ agonist 2.
COc1cc(/C=C/C(=O)O)ccc1OS(=O)(=O)c1c(C)c(C)cc(C)c1C was read as tim23-1 inh 13, CXCR6 inh -8, CCR6 antag -1, CHOP UPR activ 2.3, APJ antagonist -6, Mdm2 MdmX PPI -10, EBI2 block 4, UPR XBP1 act -3 and APJ agonist -1.
`COc1ccc(NC(=O)Nc2cccc3c2O[C@H](CN(C)S(=O)(=O)c2cccs2)[C@@H](C)CN([C@H](C)CO)C3=O)cc1` gave tim23-1 inh 12, CXCR6 inh -11, CCR6 antag -9, CHOP UPR activ 0.8, APJ antagonist 15, Mdm2 MdmX PPI -7, EBI2 block -9, UPR XBP1 act 1 and APJ agonist -1.
COc1cccc(C(C(=O)NC2CCCC2)N(C(=O)c2ccco2)C2CC2)c1OC (stereo not given) was read as tim23-1 inh 9, CXCR6 inh 2, CCR6 antag -8, CHOP UPR activ -0.6, APJ antagonist 12, Mdm2 MdmX PPI -13, EBI2 block 14, UPR XBP1 act -4 and APJ agonist -2.
`COCCNC(=S)N1CCC(C(=O)c2ccc3c(c2)OCCO3)CC1` gave tim23-1 inh 4, CXCR6 inh -7, CCR6 antag -7, CHOP UPR activ 4.0, APJ antagonist -7, Mdm2 MdmX PPI -21, EBI2 block 4, UPR XBP1 act 0 and APJ agonist -3.
Screening CC(C)c1ccc(OCC(=O)NCCO)cc1 returned tim23-1 inh 0, CXCR6 inh 3, CCR6 antag -1, CHOP UPR activ 3.7, APJ antagonist -4, Mdm2 MdmX PPI 1, EBI2 block -24, UPR XBP1 act -3 and APJ agonist 1.
Screening CCN(CC(=O)O)S(=O)(=O)c1cc(Cl)ccc1Cl returned tim23-1 inh -1, CXCR6 inh -4, CCR6 antag -2, CHOP UPR activ -0.9, APJ antagonist 9, Mdm2 MdmX PPI 9, EBI2 block -1, UPR XBP1 act -5 and APJ agonist -2.
Screening O=C(Nc1cccc(S(=O)(=O)C(F)F)c1)c1ccc(S(=O)(=O)N2CCCC2)cc1 returned tim23-1 inh 10, CXCR6 inh -6, CCR6 antag 26, CHOP UPR activ -1.8, APJ antagonist -11, Mdm2 MdmX PPI -2, EBI2 block 1, UPR XBP1 act 1 and APJ agonist 2.
For CC(=O)Nc1ccc(N2CCOCC2)c(C(=O)Nc2cccc(C)c2)c1 the results were tim23-1 inh 22, CXCR6 inh 11, CCR6 antag 0, CHOP UPR activ 0.1, APJ antagonist -5, Mdm2 MdmX PPI 8, EBI2 block -26, UPR XBP1 act -1 and APJ agonist -3.
COC(=O)COc1ccc(=O)n(-c2ccccc2)n1 was read as tim23-1 inh 3, CXCR6 inh 3, CCR6 antag -20, CHOP UPR activ 2.1, APJ antagonist 10, Mdm2 MdmX PPI 6, EBI2 block -3, UPR XBP1 act 0 and APJ agonist -2.
`CCOC(=O)c1cnc2nc(Cc3ccccc3)[nH]n2c1=O` gave tim23-1 inh -12, CXCR6 inh 2, CCR6 antag 2, CHOP UPR activ -2.3, APJ antagonist -6, Mdm2 MdmX PPI -4, EBI2 block 0, UPR XBP1 act -2 and APJ agonist -5.
Screening CSCCC(NC(=O)C1CC1)c1nc2ccccc2[nH]1 (stereo not given) returned tim23-1 inh -3, CXCR6 inh -7, CCR6 antag 10, CHOP UPR activ 0.8, APJ antagonist 12, Mdm2 MdmX PPI 8, EBI2 block -1, UPR XBP1 act -1 and APJ agonist 0.
COc1ccc(-c2nnc(NC(=O)c3c(OC)cccc3OC)s2)cc1 was read as tim23-1 inh 6, CXCR6 inh 5, CCR6 antag -1, CHOP UPR activ 1.3, APJ antagonist 14, Mdm2 MdmX PPI 23, EBI2 block 0, UPR XBP1 act -5 and APJ agonist -1.
Cc1[nH]c2ccccc2c1C(=O)CSc1ccc(Cl)cc1 was read as tim23-1 inh -1, CXCR6 inh 1, CCR6 antag -3, CHOP UPR activ 0.9, APJ antagonist -31, Mdm2 MdmX PPI 12, EBI2 block 22, UPR XBP1 act 0 and APJ agonist -1.
COC(=O)C1CCN(C(=O)COC(=O)Cc2c[nH]c3ccccc23)CC1 was read as tim23-1 inh 5, CXCR6 inh 2, CCR6 antag 3, CHOP UPR activ -2.4, APJ antagonist 12, Mdm2 MdmX PPI -5, EBI2 block -4, UPR XBP1 act -2 and APJ agonist 3.
O=C(NCCc1ccc(Cl)cc1)c1ccc2ccccc2n1 was read as tim23-1 inh 10, CXCR6 inh 5, CCR6 antag 14, CHOP UPR activ 5.1, APJ antagonist -12, Mdm2 MdmX PPI 7, EBI2 block -1, UPR XBP1 act 7 and APJ agonist -2.
Screening CN(Cc1ccccc1)C(=O)c1ccccc1NC(=O)C1=CSCCO1 returned tim23-1 inh 11, CXCR6 inh 3, CCR6 antag 13, CHOP UPR activ 0.6, APJ antagonist 33, Mdm2 MdmX PPI 22, EBI2 block -4, UPR XBP1 act -2 and APJ agonist -1.
`CSc1nc(N2CCOCC2)cc(N2CCOCC2)n1` gave tim23-1 inh 6, CXCR6 inh -6, CCR6 antag -3, CHOP UPR activ -1.6, APJ antagonist 9, Mdm2 MdmX PPI 16, EBI2 block 3, UPR XBP1 act 2 and APJ agonist -3.
`Cc1c(/C=N/n2cnnc2)c2ccccc2n1CCOc1ccc(Cl)cc1` gave tim23-1 inh -2, CXCR6 inh -17, CCR6 antag -6, CHOP UPR activ 0.3, APJ antagonist -2, Mdm2 MdmX PPI 15, EBI2 block 12, UPR XBP1 act 19 and APJ agonist 7.
For COc1cc2c(cc1O)CCN(C(=O)c1ccco1)C2C (stereo not given) the results were tim23-1 inh 15, CXCR6 inh -5, CCR6 antag -1, CHOP UPR activ -1.8, APJ antagonist -12, Mdm2 MdmX PPI 14, EBI2 block -4, UPR XBP1 act 0 and APJ agonist 2.
Screening COc1cc(O)c(C(=O)/C=C/c2ccccc2)c(OC)c1 returned tim23-1 inh 39, CXCR6 inh -1, CCR6 antag 13, CHOP UPR activ 23, APJ antagonist 5, Mdm2 MdmX PPI 35, EBI2 block 17, UPR XBP1 act 14 and APJ agonist -4.
Screening CC(C)CC(CC(C)C)=NNC(=O)c1ccc(CSc2nncn2C)cc1 returned tim23-1 inh 36, CXCR6 inh 0, CCR6 antag -7, CHOP UPR activ 0.7, APJ antagonist 10, Mdm2 MdmX PPI 3, EBI2 block 0, UPR XBP1 act 0 and APJ agonist -4.
Screening Cc1cc(C)n(-c2nc3ccccc3nc2N2CCN(S(=O)(=O)c3ccc(F)c(C)c3)CC2)n1 returned tim23-1 inh 11, CXCR6 inh 9, CCR6 antag 1, CHOP UPR activ -2.0, APJ antagonist -5, Mdm2 MdmX PPI 4, EBI2 block 14, UPR XBP1 act -2 and APJ agonist 1.
`COc1cc(CC(=O)O)c(C(C)=O)cc1OC` gave tim23-1 inh -10, CXCR6 inh -13, CCR6 antag -2, CHOP UPR activ 1.4, APJ antagonist 9, Mdm2 MdmX PPI 14, EBI2 block 3, UPR XBP1 act 2 and APJ agonist -4.
`Cc1ccc2oc(/N=C(\N)NC(=O)C(C)(C)C)nc2c1` gave tim23-1 inh 4, CXCR6 inh 71*, CCR6 antag 70*, CHOP UPR activ -8.0, APJ antagonist 54*, Mdm2 MdmX PPI 87*, EBI2 block 16, UPR XBP1 act -10 and APJ agonist -12.
O=C(NCCNC1CCCCC1)c1ccco1 was read as tim23-1 inh 6, CXCR6 inh -9, CCR6 antag -16, CHOP UPR activ 3.1, APJ antagonist 20, Mdm2 MdmX PPI 30, EBI2 block -9, UPR XBP1 act 0 and APJ agonist 0.
Screening Cc1ccc(C)c(NC(=O)c2cc(-c3cc(C)c(C)cc3O)n[nH]2)c1 returned tim23-1 inh 12, CXCR6 inh 2, CCR6 antag -4, CHOP UPR activ 4.1, APJ antagonist 10, Mdm2 MdmX PPI 25, EBI2 block 33, UPR XBP1 act 2 and APJ agonist 0.
For Cn1c(SCC(=O)N2CCN(c3ccccc3)CC2)nnc1-c1ccccc1 the results were tim23-1 inh 13, CXCR6 inh -2, CCR6 antag 3, CHOP UPR activ -3.3, APJ antagonist 6, Mdm2 MdmX PPI 0, EBI2 block 1, UPR XBP1 act -3 and APJ agonist 0.
`COc1ccc(S(=O)(=O)n2nc(OC(C)=O)cc2N)cc1` gave tim23-1 inh 9, CXCR6 inh 0, CCR6 antag 0, CHOP UPR activ 2.4, APJ antagonist 23, Mdm2 MdmX PPI -9, EBI2 block -14, UPR XBP1 act -1 and APJ agonist -1.
For CCN(CC)S(=O)(=O)c1ccc(-c2nnc(SCc3nnc(-c4ccccc4)o3)o2)cc1 the results were tim23-1 inh -11, CXCR6 inh -15, CCR6 antag -2, CHOP UPR activ -1.2, APJ antagonist 0, Mdm2 MdmX PPI 10, EBI2 block -6, UPR XBP1 act 1 and APJ agonist 3.
C=CCn1c(CNC(=O)c2ccco2)nnc1SCC(=O)c1ccccc1 was read as tim23-1 inh -2, CXCR6 inh -11, CCR6 antag 12, CHOP UPR activ 2.9, APJ antagonist 9, Mdm2 MdmX PPI -3, EBI2 block 1, UPR XBP1 act -2 and APJ agonist -3.

Part of the list above in order of number of heavy atoms, falling:
For Cn1c(SCC(=O)N2CCN(c3ccccc3)CC2)nnc1-c1ccccc1 the results were tim23-1 inh 13, CXCR6 inh -2, CCR6 antag 3, CHOP UPR activ -3.3, APJ antagonist 6, Mdm2 MdmX PPI 0, EBI2 block 1, UPR XBP1 act -3 and APJ agonist 0.
Screening Cc1ccc(C)c(NC(=O)c2cc(-c3cc(C)c(C)cc3O)n[nH]2)c1 returned tim23-1 inh 12, CXCR6 inh 2, CCR6 antag -4, CHOP UPR activ 4.1, APJ antagonist 10, Mdm2 MdmX PPI 25, EBI2 block 33, UPR XBP1 act 2 and APJ agonist 0.
`COc1ccc(S(=O)(=O)n2nc(OC(C)=O)cc2N)cc1` gave tim23-1 inh 9, CXCR6 inh 0, CCR6 antag 0, CHOP UPR activ 2.4, APJ antagonist 23, Mdm2 MdmX PPI -9, EBI2 block -14, UPR XBP1 act -1 and APJ agonist -1.
O=C(NCCNC1CCCCC1)c1ccco1 was read as tim23-1 inh 6, CXCR6 inh -9, CCR6 antag -16, CHOP UPR activ 3.1, APJ antagonist 20, Mdm2 MdmX PPI 30, EBI2 block -9, UPR XBP1 act 0 and APJ agonist 0.

From PubChem

This is a subset. The share of hits here may be higher or lower than overall.
